Screening data deposited in PubChem BioAssay by several laboratories.
Siah-1 displacement = blockers of Siah-1 interaction with plectin peptide – biochemical, fluorescence polarization, rhodamine-plectin, uHTS, primary screen (AID 1817). Siah-1 / rhodamine-plectin peptide fluorescence polarization; higher % means a stronger effect. displacement, % at 20 µM; hits with a dose series show IC50 in µM. 290,000 tested, 0.02% active;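 active = displacement of at least 50% at 20 µM, with a fluorescence ratio check between 0.3 and a set limit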;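 note: plate controls were Siah plus tracer with DMSO for no effect and tracer alone without Siah for full effect; strong numbers were not always called active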
Myeloid diff 2 = myeloid differentiation induction | ER-HoxA9 myeloid progenitors, lysozyme-GFP differentiation, flow cytometry | AID 624256 | 360,000 tested, 1% active | calls only at 10 µM;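 active = normalized GFP-positive differentiation at or above the plate's own cutoff, the solvent-only control mean plus 3 SD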;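 note: cells exposed to compound for four days before flow analysis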
HEK293 NOD2/NF-kB = NOD2 signaling inhibitors, cell-based, luminescence, uHTS, HEK293 (AID 1566); 290,000 tested, 0.63% active; one-dose inhibition, % at 4 µM; EC50 in µM for titrated hits; HEK293 NOD2/NF-kB luciferase reporter, luminescence; higher % means a stronger effect; note: many of its hits are not listed in these tables
KOR beta-arrestin-1 = kappa opioid receptor blockers – cell-based, luminescence, uHTS (AID 1778); inhibition, % at 10 µM; hits with a dose series show IC50 in µM; KOR beta-arrestin recruitment, luminescence, antagonist mode; higher % means a stronger effect; 290,000 tested, 0.091% active; note: strong numbers were not always called active
KOR beta-arrestin-2 = KOR agonists, beta-arrestin recruitment, primary screen, cell-based, luminescence, uHTS (AID 1777). 280,000 tested, 0.02% active. KOR beta-arrestin recruitment, luminescence; higher % means a stronger effect. activation, % at 10 µM; hits with a dose series show EC50 in µM; in the data active = activation above about 50%, passing the limit was not always enough; note: a part of the inactive calls stands beside numbers as strong as those of hits
HIV fusion peptide = inhibitors of HIV fusion peptide binding, primary screen, biochemical, uHTS, fluorescence dequenching (AID 1986). cell-free peptide binding, fluorescence dequenching, 30 min; higher % means a stronger effect. 290,000 tested, 0.3% active. inhibition, % at 20 µM; hits with a dose series show IC50 in µM; in the data active = inhibition mostly above about 52%, no sharp cut-off; inactive = mostly below about 76%; note: some results filed as inactive read as strong as hits
LYP phosphatase = PTPN22 lymphoid phosphatase activity blockers – biochemical, fluorescence intensity, uHTS (AID 1779) | 290,000 tested, 0.054% active | recombinant LYP phosphatase, fluorescence intensity; higher % means a stronger effect | one-dose inhibition, % at 11.5 µM; IC50 in µM for titrated hits;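 note: plate controls were vehicle with enzyme for no effect and no enzyme for full effect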
PhoP inhibition = inhibitors of PhoP regulon expression, primary screen, Salmonella Typhimurium, GFP reporter (AID 1863) | S. Typhimurium PhoP-regulated promoter GFP reporter, 4 h; higher % means a stronger effect | inhibition, % at 50 µM, or IC50 in µM where a hit was titrated | 300,000 tested, 0.16% active;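 active = inhibition over 29.93%, a cutoff 3 SD above the screen mean, later confirmed by dose response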;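 note: 0% = low Mg2+ inducing control and 100% = high Mg2+ repressing control; strong numbers were not always called active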
NOD1 inhibition = inhibition of NOD1-driven NF-kB reporter – cell-based, luminescence, uHTS, primary screen (AID 1578); 290,000 tested, 1% active; inhibition, % at 4 µM; hits with a dose series show EC50 in µM; NOD1-driven NF-kB luciferase reporter cells, luminescence; higher % means a stronger effect; in the data active = inhibition mostly above about 36%, no sharp cut-off; inactive = mostly below about 34%;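 note: HEK-293T reporter cells stimulated with the NOD1 agonist gamma-tri-DAP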
Myeloid diff 2 GFP+ MAC1+ % = further read-out of Myeloid diff 2, marked with its call; GFP+ MAC1+ double positive, %; measured here: differentiation confirmed by MAC1 staining
* = called active by the depositor; [ ] = remark or other dose. Cut-off read from the data, not from the text of the source, unless noted: active = inhibition above about 50%; inactive = the rest. Only part of the results is shown; rates above refer to the full screens.

`Cc1nc(C(=O)O)nn1-c1cc(Cl)ccc1Cl` gave Siah-1 displacement 8%, Myeloid diff 2 inactive, HEK293 NOD2/NF-kB 25%, KOR beta-arrestin-1 -22%[20 µM], KOR beta-arrestin-2 3.8%, HIV fusion peptide 0.8%, LYP phosphatase -3%, PhoP inhibition -2%, NOD1 inhibition -17% and Myeloid diff 2 GFP+ MAC1+ % 0.2.
CCOC(=O)N1CCN(C(=O)C2CC(=O)N(c3ccc(OC)cc3)C2c2ccc(OC)cc2)CC1 (stereo not given) was read as Siah-1 displacement 7%, Myeloid diff 2 inactive, HEK293 NOD2/NF-kB 19%, KOR beta-arrestin-1 1%, KOR beta-arrestin-2 -3.6%, HIV fusion peptide -0.9%, LYP phosphatase -2%, PhoP inhibition -1%, NOD1 inhibition -5% and Myeloid diff 2 GFP+ MAC1+ % 0.6.
Cc1ccc(CNC(=O)CNS(=O)(=O)c2ccc3c(c2)C(C)(C)C(=O)N3C)cc1 was read as Siah-1 displacement 0%, Myeloid diff 2 inactive, HEK293 NOD2/NF-kB 15%, KOR beta-arrestin-1 -32%[20 µM], KOR beta-arrestin-2 -1.6%, HIV fusion peptide 0.3%, LYP phosphatase -8%, NOD1 inhibition -5% and Myeloid diff 2 GFP+ MAC1+ % 4.6.
`CCCCCCCCCCCCC(=O)CCCCC(=O)O` gave Siah-1 displacement 26%, Myeloid diff 2 inactive, HEK293 NOD2/NF-kB 6%, KOR beta-arrestin-1 -18%, KOR beta-arrestin-2 2.2%, HIV fusion peptide 29%, LYP phosphatase 0%, PhoP inhibition -7%, NOD1 inhibition -8% and Myeloid diff 2 GFP+ MAC1+ % 0.9.
`Cn1nnnc1SCC(=O)NNC(=O)c1ccc(Cl)cc1` gave Siah-1 displacement 8%, Myeloid diff 2 inactive, HEK293 NOD2/NF-kB 2%, KOR beta-arrestin-1 -21%, KOR beta-arrestin-2 -2.1%, HIV fusion peptide 2.6%, LYP phosphatase -3%, PhoP inhibition 2%, NOD1 inhibition -34% and Myeloid diff 2 GFP+ MAC1+ % 0.1.
For O=C(O)c1ccccc1Nc1ccc([N+](=O)[O-])cc1 the results were Siah-1 displacement -2%, Myeloid diff 2 inactive, HEK293 NOD2/NF-kB -25%, KOR beta-arrestin-1 10%, KOR beta-arrestin-2 0.6%, HIV fusion peptide 3.2%, LYP phosphatase -4%, PhoP inhibition -7%, NOD1 inhibition 13% and Myeloid diff 2 GFP+ MAC1+ % 1.5.
Screening CC1Cc2ccccc2N1C(=O)CNc1cccc(S(=O)(=O)N2CCCC2)c1 (stereo not given) returned Siah-1 displacement 6%, Myeloid diff 2 inactive, HEK293 NOD2/NF-kB 0%, KOR beta-arrestin-1 -2%, KOR beta-arrestin-2 0.8%, HIV fusion peptide -0.8%, LYP phosphatase 0%, PhoP inhibition 8%, NOD1 inhibition -29% and Myeloid diff 2 GFP+ MAC1+ % 0.9.
`CC(C)OCc1c(C(=O)Nc2nccs2)oc2ccccc12` gave Siah-1 displacement -2%, Myeloid diff 2 inactive, HEK293 NOD2/NF-kB -3%, KOR beta-arrestin-1 -52%, KOR beta-arrestin-2 5.2%, HIV fusion peptide -0.2%, LYP phosphatase -4%, PhoP inhibition 5%, NOD1 inhibition 11% and Myeloid diff 2 GFP+ MAC1+ % 0.6.
Screening O=C(CCC1CCCN(C(=O)C2=CCCC2)C1)N1CCN(c2ccccn2)CC1 (stereo not given) returned Siah-1 displacement 8%, HEK293 NOD2/NF-kB 4%, KOR beta-arrestin-1 -7%[20 µM], HIV fusion peptide -0.7%, LYP phosphatase -4%, PhoP inhibition 9% and NOD1 inhibition -39%.
`O=C(c1ccc2c(c1)OCO2)C1CCCN(C(=O)NCc2ccccc2)C1` (stereo not given) gave Siah-1 displacement -1%, Myeloid diff 2 inactive, HEK293 NOD2/NF-kB 16%, KOR beta-arrestin-1 15%[20 µM], HIV fusion peptide -3.5%, LYP phosphatase -5%, PhoP inhibition 8%, NOD1 inhibition -13% and Myeloid diff 2 GFP+ MAC1+ % 0.3.
`CCOC(=O)c1ccc(NC(=O)CSc2nc(C)nc3c2c(=O)n(C)c(=O)n3C)cc1` gave Siah-1 displacement 1%, Myeloid diff 2 inactive, HEK293 NOD2/NF-kB 18%, KOR beta-arrestin-1 2%, KOR beta-arrestin-2 2.0%, HIV fusion peptide 0.4%, LYP phosphatase -6%, PhoP inhibition 5%, NOD1 inhibition -2% and Myeloid diff 2 GFP+ MAC1+ % 1.7.
For Cn1c(C(=O)NCCCN2CCN(c3cccc(Cl)c3)CC2)cc2c(=O)n(C)c3ccccc3c21 the results were Siah-1 displacement 3%, Myeloid diff 2 active, HEK293 NOD2/NF-kB -5%, KOR beta-arrestin-1 -26%, KOR beta-arrestin-2 4.6%, HIV fusion peptide -1.3%, LYP phosphatase -1%, PhoP inhibition -4%, NOD1 inhibition -24% and Myeloid diff 2 GFP+ MAC1+ % 11*.
Screening C=CC(=O)NC1CC2CCC1(C)C2(C)C (stereo not given) returned Siah-1 displacement -1%, Myeloid diff 2 inactive, HEK293 NOD2/NF-kB -3%, KOR beta-arrestin-1 3%, KOR beta-arrestin-2 -6.1%, HIV fusion peptide 0.2%, LYP phosphatase -8%, PhoP inhibition -1%, NOD1 inhibition -7% and Myeloid diff 2 GFP+ MAC1+ % 0.9.
Cc1ccc(C(=O)c2cc(C)sc2N)cc1 was read as Siah-1 displacement 6%, Myeloid diff 2 inactive, HEK293 NOD2/NF-kB 6%, KOR beta-arrestin-1 -6%[20 µM], KOR beta-arrestin-2 -5.1%, HIV fusion peptide -0.6%, LYP phosphatase 1%, PhoP inhibition 6%, NOD1 inhibition -27% and Myeloid diff 2 GFP+ MAC1+ % 1.1.
CC(CCc1ccccc1)NC(=O)C1CCN(C(=O)c2sccc2-n2cccc2)CC1 (stereo not given) was read as Siah-1 displacement 3%, Myeloid diff 2 inactive, HEK293 NOD2/NF-kB -2%, KOR beta-arrestin-1 14%, KOR beta-arrestin-2 -1.8%, HIV fusion peptide 11%, LYP phosphatase 1%, PhoP inhibition 4%, NOD1 inhibition 3% and Myeloid diff 2 GFP+ MAC1+ % 3.8.
`COc1ccc(-c2cc(C(=O)NC3CCCC3)no2)cc1OC` gave Siah-1 displacement 5%, Myeloid diff 2 inactive, HEK293 NOD2/NF-kB -23%, KOR beta-arrestin-1 0%, KOR beta-arrestin-2 -3.5%, HIV fusion peptide 1.2%, LYP phosphatase -7%, PhoP inhibition -12%, NOD1 inhibition -47% and Myeloid diff 2 GFP+ MAC1+ % 1.1.
COc1ccc(-n2c(SCC3OCCO3)nc3c(sc(=S)n3-c3ccccc3)c2=O)cc1OC was read as Siah-1 displacement 3%, Myeloid diff 2 inactive, HEK293 NOD2/NF-kB 22%, KOR beta-arrestin-1 1%, KOR beta-arrestin-2 -2.9%, HIV fusion peptide 0.1%, LYP phosphatase 3%, PhoP inhibition 0%, NOD1 inhibition 0% and Myeloid diff 2 GFP+ MAC1+ % 0.6.
COc1ccc(N(C(=O)c2snc(C(N)=O)c2N)C(C(=O)NC2CCCC2)c2cccs2)cc1OC (stereo not given) was read as Siah-1 displacement 5%, Myeloid diff 2 inactive, HEK293 NOD2/NF-kB 8%, KOR beta-arrestin-1 19%, KOR beta-arrestin-2 -4.9%, HIV fusion peptide -0.4%, LYP phosphatase -4%, PhoP inhibition 25%, NOD1 inhibition -28% and Myeloid diff 2 GFP+ MAC1+ % 0.0.
Screening Cc1nn(C)c(C(=O)NNC(=S)NCc2ccco2)c1Br returned Siah-1 displacement -2%, Myeloid diff 2 inactive, HEK293 NOD2/NF-kB 2%, KOR beta-arrestin-1 -14%, KOR beta-arrestin-2 -0.3%, HIV fusion peptide -1.0%, LYP phosphatase -5%, PhoP inhibition 2%, NOD1 inhibition 1% and Myeloid diff 2 GFP+ MAC1+ % 0.3.
For Cn1c(=O)c(C(=O)CSc2nncs2)c(N)n(Cc2ccccc2)c1=O the results were Siah-1 displacement 6%, Myeloid diff 2 inactive, HEK293 NOD2/NF-kB 18%, KOR beta-arrestin-1 11%, KOR beta-arrestin-2 5.3%, HIV fusion peptide -2.1%, LYP phosphatase -9%, PhoP inhibition -2%, NOD1 inhibition 6% and Myeloid diff 2 GFP+ MAC1+ % 2.2.
For COc1nc(C)ccc1-c1noc(-c2ccncc2)n1 the results were Siah-1 displacement 5%, Myeloid diff 2 inactive, HEK293 NOD2/NF-kB 13%, KOR beta-arrestin-1 -10%, KOR beta-arrestin-2 -0.1%, HIV fusion peptide 0.5%, LYP phosphatase -2%, PhoP inhibition -6%, NOD1 inhibition -25% and Myeloid diff 2 GFP+ MAC1+ % 7.0.
Screening CN1C(=O)/C(=N\OC(=O)c2ccccc2Cl)c2ccccc21 returned Siah-1 displacement 10%, Myeloid diff 2 inactive, HEK293 NOD2/NF-kB 8%, KOR beta-arrestin-1 51%[20 µM], KOR beta-arrestin-2 -7.3%, HIV fusion peptide -1.9%, LYP phosphatase -8%, PhoP inhibition -1%, NOD1 inhibition -31% and Myeloid diff 2 GFP+ MAC1+ % 0.1.
Screening CCOC(=O)C(NC(=O)c1ccccc1)(OCc1ccccc1)C(F)(F)F (stereo not given) returned Siah-1 displacement 1%, Myeloid diff 2 inactive, HEK293 NOD2/NF-kB -3%, KOR beta-arrestin-1 -9%, KOR beta-arrestin-2 -1.3%, HIV fusion peptide -3.5%, LYP phosphatase -1%, PhoP inhibition 12%, NOD1 inhibition 3% and Myeloid diff 2 GFP+ MAC1+ % 0.3.
Cc1ccc(C)c(N2CCN(CCCNC(=O)Cn3c(=O)c4cccn4c4cccnc43)CC2)c1 was read as Siah-1 displacement 4%, Myeloid diff 2 inactive, HEK293 NOD2/NF-kB -21%, KOR beta-arrestin-1 -6%, KOR beta-arrestin-2 -4.4%, HIV fusion peptide 1.4%, LYP phosphatase -10%, PhoP inhibition -7%, NOD1 inhibition 25% and Myeloid diff 2 GFP+ MAC1+ % 0.4.
`COc1ccc(S(=O)(=O)N2CCC(C(=O)NCc3cccnc3)CC2)cc1Cl` gave Siah-1 displacement 9%, Myeloid diff 2 inactive, HEK293 NOD2/NF-kB -8%, KOR beta-arrestin-1 -10%, KOR beta-arrestin-2 1.2%, HIV fusion peptide 1.5%, LYP phosphatase -4%, PhoP inhibition -1%, NOD1 inhibition -20% and Myeloid diff 2 GFP+ MAC1+ % 0.8.
Screening Cc1nccn1CCCNC(=O)CC1C(=O)NCCN1Cc1ccc(F)cc1Cl (stereo not given) returned Siah-1 displacement 2%, Myeloid diff 2 inactive, HEK293 NOD2/NF-kB 12%, KOR beta-arrestin-1 -16%, KOR beta-arrestin-2 4.8%, HIV fusion peptide 0.4%, LYP phosphatase -5%, PhoP inhibition 0%, NOD1 inhibition -19% and Myeloid diff 2 GFP+ MAC1+ % 12.
